# TR-FRET SRC-2 ct – TR-FRET signal artefacts, primary screen, artefact control for PPARgamma SRC-2 agonist project, biochemical; TR-FRET ratio at 8 µM; TR-FRET artefact counter-screen; stronger effect = higher value; 0.4% of 200,000 active; AID 1049, 2008; in the data active = TR-FRET ratio above about 2000; also: inactives centre near 1500
# STAT3 activator – IL-6 driven STAT3 reporter potentiators, primary screen, U3A cells, luciferase, luminescence, MLSCN library | IL-6 STAT3-luciferase reporter; 100% = signal with IL-6 EC80 alone | activation (% of control), % at 5.6 µM | 0.91% of 190,000 active;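 active = activation above the screen-wide mean of compound activation plus 3 SD, cut at about 130% in these data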;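 also: 0% = background luminescence of wells with medium and substrate only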
#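 Material: STAT1-lacking human U3A cells, STAT3 luciferase reporter | Benchmarks: IL-6-only wells as 100% reference | Probe or stimulus: IL-6 (33 ng/mL) | Timing: Compound 1 h, then IL-6 6 h at 37 °C | Detection: Luminescence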
# ROMK mod – ROMK potassium channel modulators, primary screen, cell-based, thallium flux, MLSMR library. Tet-inducible ROMK, thallium flux fluorescence; actives lie on both sides. AID 1918, 2009. B-score at 10 µM. 2% of 130,000 active;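 active = signal ratio slope over the read window, or its plate-corrected B-score, at least 3 SD from the plate mean, either direction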;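 also: B-score of the F/F0 ratio slope over 7 to 12 s after thallium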
# Target sequence (P48048 whole entry, looked up): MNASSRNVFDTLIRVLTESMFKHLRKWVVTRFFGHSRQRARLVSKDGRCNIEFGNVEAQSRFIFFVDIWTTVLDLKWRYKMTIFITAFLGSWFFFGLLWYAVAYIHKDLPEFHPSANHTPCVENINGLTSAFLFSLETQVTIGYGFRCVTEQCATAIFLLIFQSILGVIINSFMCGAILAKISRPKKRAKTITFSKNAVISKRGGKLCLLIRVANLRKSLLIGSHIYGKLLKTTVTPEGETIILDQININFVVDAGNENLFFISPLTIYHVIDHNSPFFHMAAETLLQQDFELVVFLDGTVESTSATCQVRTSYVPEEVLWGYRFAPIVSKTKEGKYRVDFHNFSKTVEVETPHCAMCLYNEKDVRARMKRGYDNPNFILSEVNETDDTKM
# RAM inhibit – inhibitors of the yeast RAM network, primary screen, dse1pr::URA3 reporter, 5-FOA selection. S. cerevisiae dse1pr::URA3 reporter, 5-FOA growth OD615, 2 d; analog-sensitive cbk1-as2 kinase mutant strain. inhibition, % at 50 µM. 1.8% of 190,000 active. AID 868, 2007;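 active = inhibition above a set limit, 3 SD over mean compound inhibition, cut at about 8.4% in these data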;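 also: 0% = DMSO-only wells with no growth and 100% = 10 µM 1-NA-PP1 full growth; inhibition rescues growth on 5-FOA so higher OD means more RAM inhibition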
# PPARg SRC-3 ag – PPARgamma agonists recruiting SRC-3 coactivator, primary screen, biochemical; Peroxisome proliferator-activated receptor gamma (Homo sapiens), P37231; biochemical PPARgamma/SRC-3 coactivator recruitment assay; activation, % at 8 µM; 0.26% of 200,000 active; AID 731, 2007; in the data active = activation above about 23%;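 also: 0% = DMSO and 100% = reference agonist; some compounds past the cut are filed as inactive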
# Target sequence (P37231 whole entry, looked up): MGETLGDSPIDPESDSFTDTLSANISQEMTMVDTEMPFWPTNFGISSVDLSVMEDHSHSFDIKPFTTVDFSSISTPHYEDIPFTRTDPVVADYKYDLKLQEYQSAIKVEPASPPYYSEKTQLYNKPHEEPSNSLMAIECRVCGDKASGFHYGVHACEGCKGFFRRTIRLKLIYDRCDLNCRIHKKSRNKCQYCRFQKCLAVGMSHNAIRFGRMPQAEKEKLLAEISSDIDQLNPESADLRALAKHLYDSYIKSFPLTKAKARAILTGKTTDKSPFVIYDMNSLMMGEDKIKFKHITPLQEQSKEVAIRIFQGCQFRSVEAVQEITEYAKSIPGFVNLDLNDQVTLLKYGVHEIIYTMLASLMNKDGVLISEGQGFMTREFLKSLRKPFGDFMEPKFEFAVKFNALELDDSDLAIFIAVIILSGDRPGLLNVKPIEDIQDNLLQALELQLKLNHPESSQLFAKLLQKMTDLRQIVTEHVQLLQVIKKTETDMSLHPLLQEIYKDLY
# PPARg SRC-2 ag – agonists of PPARg-SRC-2 recruitment, primary screen, biochemical, HTS | activation, % at 8 µM | Peroxisome proliferator-activated receptor gamma (Homo sapiens), P37231 | PPARgamma LBD-SRC-2 recruitment | AID 1032, 2008 | 0.34% of 200,000 active; in the data active = activation above about 22%;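 also: 0% = vehicle and 100% = reference agonist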
# TLR4 MyD88 comp – inhibitors of TLR4-MyD88 association in cells, primary screen, cell-based, HeLa CL3-4, BLA complementation, FRET ratio | 0.18% of 200,000 active | inhibition, % at 8.4 µM | HeLa CL3-4 TLR4/MyD88 BLA complementation; in the data active = inhibition above about 25%;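 also: 0% = vehicle and 100% = reference inhibitor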
# STAT3 inh – IL-6 driven STAT3 reporter inhibitors, primary screen, U3A cells, luciferase, luminescence, MLSCN library; IL-6 STAT3-luciferase reporter; host cell line lacks STAT1; 0.89% of 190,000 active; inhibition, % at 5.5 µM;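 active = inhibition above the mean inhibition across all screened compounds plus 3 SD, cut at about 44% in these data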;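 also: 0% = DMSO only wells and 100% = 100 µM nifuroxazide control wells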
# PPARg SRC1 recr – PPARgamma agonists recruiting SRC-1 coactivator, primary screen, biochemical; 0.41% of 200,000 active; Peroxisome proliferator-activated receptor gamma (Homo sapiens), P37231; activation, % at 8 µM; PPARgamma-SRC-1 coactivator recruitment biochemical assay; AID 631, 2007; in the data active = activation above about 19%;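 also: 0% = DMSO and 100% = reference agonist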
# STAT1 blocker – STAT1 signaling inhibitors, primary screen, cell-based, HTS, luciferase reporter; NIH 3T3 STAT1-luciferase reporter, IFN-gamma, luminescence; AID 920, 2007; 0.35% of 200,000 active; inhibition, % at 5.5 µM;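 active = inhibition above a set limit, the mean inhibition across all tested compounds plus 3 SD, cut at about 34% in these data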;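 also: 0% = IFN-gamma with DMSO and 100% = IFN-gamma with 300 µM nifuroxazide; values of inactives mirror those of a sister screen read the other way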
# S1P3 antagonist – S1P3 receptor antagonists, primary screen, cell-based. 0.27% of 170,000 active. Sphingosine 1-phosphate receptor 3 (Homo sapiens), Q99500. CHO S1P3 NFAT-BLA reporter, FRET fluorescence, antagonist mode. inhibition, % at 4.98 µM. AID 485, 2006;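 active = inhibition above the plate cutoff, the mean inhibition of test wells on that plate plus 3 SD, cut at about 28% in these data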;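 also: cells challenged with S1P at its EC80 of 0.8 µM; blue over green emission ratio from cleaved BLA substrate after 4 h stimulation; 0% = S1P-stimulated wells and 100% = unstimulated DMSO-only wells; some compounds past the cut are filed as inactive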
# An asterisk follows results filed as active; nt = not tested or not shown.
SMILES,TR-FRET SRC-2 ct,STAT3 activator,ROMK mod,RAM inhibit,PPARg SRC-3 ag,PPARg SRC-2 ag,TLR4 MyD88 comp,STAT3 inh,PPARg SRC1 recr,STAT1 blocker,S1P3 antagonist
CC(=O)Nc1ccc(S(=O)(=O)N(CC(=O)O)Cc2ccccc2)cc1,1377,101,0.73,0.1,-6,0,3,3,-5,10,-14
COc1ccc2nc(NC(=O)CCc3ccc(OC)c(OC)c3)sc2c1,1557,86,0.93,3.9,0,-7,-8,23,1,-9,-4
Cc1nn(-c2ccccc2)c(C)c1C(=O)OCC(=O)NC(=O)NC1CCCCC1,1453,103,0.63,0.5,14,-2,9,3,-2,-27,19
Cc1sc2ncnc(Nc3ccccc3)c2c1C,1713,82,0.013,1.4,8,7,0,22,5,-4,nt
CCCC(=O)Nc1nc2nc(-c3ccccc3)cc(-c3ccccc3)n2n1,1635,84,nt,4.0,4,3,1,22,7,4,nt
CCOc1cc(C(=O)NC(C)COC)cc(OCC)c1OCC (stereo not drawn),1431,101,nt,4.1,-5,5,10,1,0,0,-30
Cc1nn(CC(=O)NC(C)c2ccccc2)c(C)c1[N+](=O)[O-] (stereo not drawn),1499,106,-0.24,0.4,-2,-8,8,-5,6,-7,-27
COc1cccc(NC(=O)CC2(CC(=O)O)CCCC2)c1,1484,103,0.39,0.4,0,1,6,0,-1,-5,8
CCOC(=O)C1=C(C)NC(=O)NC1c1ccc(N(C)C)cc1 (stereo not drawn),1358,95,nt,0.1,-6,-11,4,14,-1,17,-6
O=C(O)C1C2CC2CN1C(=O)c1ccc(Cl)cc1Cl (stereo not drawn),1611,101,0.67,2.1,1,-3,-3,3,4,2,-3
COc1cccc(CC(=O)Nc2ccccc2C(=O)N2CCOCC2)c1,1487,103,1.3,-0.1,-2,6,-3,-2,5,-9,-13
CCOC(=O)C1=C(O)CSC1=Nc1ccc(C)cc1,1628,82,0.34,0.1,4,4,-6,29,5,3,-12
Cc1c(C)n(C(=O)CSc2nc3ccccc3[nH]2)c2ccccc12,1612,104,0.36,0.3,18,12,-7,-5,7,5,nt
OCc1ccccc1CNCc1ccccc1,1425,99,-0.43,1.9,-4,0,4,4,0,-6,-22
COc1ccc(C(C)=O)cc1COC(=O)Cc1n[nH]c(=O)c2ccccc12,1576,97,0.65,5.9,7,7,-16,11,-2,8,14
CC1(C(O)(C#CC[N+]2(C)CCCCC2)c2ccccc2)CCCC1 (stereo not drawn),1509,104,-0.26,-0.4,3,2,-4,-2,6,-15,9
Cc1ccc(C(c2nnnn2CCc2ccccc2)N2CCC(C)CC2)cc1 (stereo not drawn),1555,107,-0.21,1.0,-2,4,2,-7,-3,3,nt
Cc1[nH]nc(SCC(=O)NC(C)c2ccccc2)c1[N+](=O)[O-] (stereo not drawn),1679,91,-0.61,1.9,3,-1,0,10,0,-1,-5
CC(=O)c1c(C)oc2ccc(N(C(C)=O)S(=O)(=O)c3ccc(Cl)c([N+](=O)[O-])c3)cc12,1406,107,nt,2.3,2,-5,3,0,2,6,nt
CC(=O)c1cc(-c2ccccc2)n(CC(=O)N2CCCC2)c1C,1657,99,0.055,0.9,1,4,8,4,3,-10,-11
O=C(N[C@@H](Cc1ccccc1)c1nc2ccccc2[nH]1)c1cc([N+](=O)[O-])ccc1Cl,1568,98,nt,1.3,6,-6,5,4,3,-1,-8
COc1ccc(C(=O)NNC(=O)CCC(=O)Nc2cc(C)on2)cc1,1625,90,0.7,0.1,-3,-3,-1,14,-5,7,12
Cc1ccc(C)c(-n2nnnc2Sc2nc([N+](=O)[O-])nn2C)c1,1331,86,0.3,-0.1,-2,-3,2,24,-9,9,2
O=C(OCC(=O)N1CCN(c2ccccc2)CC1)c1ccc2ncsc2c1,1738,109,nt,2.0,5,-1,6,-5,6,2,4
CCC(C)NS(=O)(=O)c1ccc(NC(=O)c2ccc([N+](=O)[O-])cc2Cl)cc1 (stereo not drawn),1618,101,nt,0.2,9,2,0,-6,11,9,2
CC1CN(C2CCN(C(=O)COc3ccc(Cl)cc3)CC2)CC(C)O1 (stereo not drawn),1543,97,nt,3.7,4,10,-12,6,0,1,nt
CCNc1nc(NCC)n2c(SC(C(=O)Nc3cc(C)ccc3OC)c3ccccc3)nnc2n1 (stereo not drawn),1622,83,-1.2,0.4,5,-10,-2,22,1,15,6
COc1ccc(C(=O)COC(=O)c2cccnc2Cl)c(OC)c1,1591,102,1.1,2.6,2,11,-8,1,3,-47,-4
CC1(C)Cc2c(c(-c3ccco3)nc3sc4c(NCC5CCCO5)ncnc4c23)CO1 (stereo not drawn),1773,113,nt,5.3,0,5,-3,-12,4,-7,-1
Cn1ccs/c1=N\S(=O)(=O)c1ccc(C(C)(C)C)cc1,1475,110,0.54,-0.8,0,-9,-8,-12,2,-6,nt
O=C(NC1CCCCC1)c1ccc(S(=O)(=O)N2CCCC2)cc1,1610,94,0.077,1.0,-5,4,-12,10,1,10,nt
CC(C)N(CC#CCC(O)(c1ccccc1)c1ccccc1)C(C)C,1811,93,0.033,0.9,2,4,-4,12,6,9,0
CCN1CCCC(NC(=O)c2cc([N+](=O)[O-])ccc2OC)C1 (stereo not drawn),1581,103,0.098,0.0,1,0,6,-4,1,-3,4
COCCNC(=O)COc1ccc(Oc2ccccc2)cc1,1423,109,nt,-1.4,9,6,7,-7,4,-3,nt
COc1cccc2c1OCC/C2=N\NC(=O)COc1ccc(C)cc1,1383,109,1.3,1.1,-2,2,2,-10,5,1,-25
O=C(CSc1ccc2ccccc2c1)Nc1ccc(S(=O)(=O)Nc2nccs2)cc1,1556,97,nt,3.2,6,10,-6,3,-2,-5,-8
Cc1cccc2[nH]c3c(=O)n(CCN4CCNCC4)cnc3c12,1413,117,-0.53,1.8,-3,3,-8,-10,0,-1,-9
Cc1ccc(-c2[nH]ncc2/C=N/n2c(COc3ccccc3C)nc3ccccc3c2=O)cc1,1529,92,0.11,0.0,5,13,6,10,11,-5,-27
Cc1c(NC(=O)C2CCCCC2)cc(C(=O)N2CCOCC2)cc1[N+](=O)[O-],1461,101,-0.63,0.1,4,1,6,2,5,3,2
Cn1c(=O)c2c(ncn2CC(=O)Nc2ccccc2Sc2ccccc2)n(C)c1=O,1475,104,nt,1.3,1,0,-2,0,10,5,-10

# Copied from the results shown for reference:
SMILES,TR-FRET SRC-2 ct,STAT3 activator,ROMK mod,RAM inhibit,PPARg SRC-3 ag,PPARg SRC-2 ag,TLR4 MyD88 comp,STAT3 inh,PPARg SRC1 recr,STAT1 blocker,S1P3 antagonist
Cc1ccc(-c2[nH]ncc2/C=N/n2c(COc3ccccc3C)nc3ccccc3c2=O)cc1,1529,92,0.11,0.0,5,13,6,10,11,-5,-27
Cc1c(NC(=O)C2CCCCC2)cc(C(=O)N2CCOCC2)cc1[N+](=O)[O-],1461,101,-0.63,0.1,4,1,6,2,5,3,2
Cn1c(=O)c2c(ncn2CC(=O)Nc2ccccc2Sc2ccccc2)n(C)c1=O,1475,104,nt,1.3,1,0,-2,0,10,5,-10

# New compounds follow.
SMILES,TR-FRET SRC-2 ct,STAT3 activator,ROMK mod,RAM inhibit,PPARg SRC-3 ag,PPARg SRC-2 ag,TLR4 MyD88 comp,STAT3 inh,PPARg SRC1 recr,STAT1 blocker,S1P3 antagonist
CC1CCN(C(=O)C2c3ccccc3C(=O)N3CCc4ccccc4C23)CC1 (stereo not drawn),1705,96,nt,0.2,-2,3,-10,14,2,1,32
CC1=C(C(=O)OC(C)C)C(C2CC=CCC2)NC(=O)N1 (stereo not drawn),1580,93,nt,-1.4,10,3,0,14,0,4,6
Cn1cnnc1SCc1ccc(C#N)cc1Cl,1487,100,-0.5,0.9,0,8,-6,1,-4,-2,5
O=C(NCCC1=CCCCC1)c1ccc2c(c1)N(Cc1ccccc1)C(=O)CS2,1477,90,-1.1,6.7,4,4,7,16,2,1,nt
Cn1cccc1C(=O)OCC(=O)Nc1cccc(S(=O)(=O)N2CCOCC2)c1,1560,99,0.35,-0.1,4,0,-1,2,-2,5,-8
CCCCCn1c(N)c(-c2nc3ccccc3s2)c2c([N+](=O)[O-])nn(CC)c(=O)c21,1665,98,0.31,8.2,13,2,10,8,4,1,nt
O=C(c1cccs1)N1CCN(CCCc2ccccc2)CC1,1414,98,-0.56,3.3,-4,-3,11,-1,5,-3,nt
COc1ccc(OC)c(NC(=O)CN(Cc2ccccc2)S(C)(=O)=O)c1,1541,103,-1.2,2.3,-2,-6,4,6,1,3,-27
CCOC(=O)c1ccc(N2C(=O)c3n[nH]c(C)c3C2c2ccccn2)cc1 (stereo not drawn),1473,93,nt,-0.7,0,4,-7,14,-4,5,-20
Cc1ccc(-n2c(NN)nc3ccccc3c2=O)c(C)c1,1649,89,-1,1.4,3,7,8,13,5,0,5
Cc1ccc(NC(=O)CN2CCC(C(=O)c3ccc4c(c3)OCCO4)CC2)cc1,1557,99,-2.3,0.0,8,7,3,0,2,-1,nt
Cc1cccc(C)c1Nc1c(-c2ccccn2)nc2ccccn12,1642,96,0.025,0.1,0,-1,-1,12,0,8,22
O=C(CNS(=O)(=O)c1ccccc1Br)OCC(=O)N1CCc2ccccc21,1466,102,-0.079,1.2,3,5,-9,5,-1,6,nt
CC1CCN(CCCn2c(=S)[nH]c3ccc(N4CCOCC4)cc3c2=O)CC1,1631,112,nt,-0.4,1,5,8,-15,11,6,nt
CCCCOC(=O)Nc1ccc(S(=O)(=O)Nc2ccc([N+](=O)[O-])cc2)cc1,1459,101,0.09,2.5,-3,-6,-9,-4,-6,-3,10
COc1ccc(NC(=O)CSc2ccc3c4c(cccc24)C(=O)c2ccccc2-3)cc1,1589,84,nt,-0.4,43*,-5,33*,26,14,-2,nt
CCOc1ccc(/C=C/C2=NNC(=O)CC2)cc1,1458,98,1.4,0.2,1,-5,-8,4,5,-31,-13
COc1ccc(C(=O)COC(=O)CNC(=O)c2cccc(OC(F)F)c2)cc1,1755,91,1.2,-0.5,1,7,2,14,1,-2,-6
CCC(CC)C(=O)c1c[nH]c(C(=O)N2CCN(c3ccc(OC)cc3)CC2)c1,1552,107,0.44,2.6,-6,0,-7,-8,7,-10,-43
O=C(NCc1ccco1)C(c1cccs1)N(C(=O)C1COc2ccccc2O1)c1cccc(O)c1 (stereo not drawn),1402,106,-7.2*,0.3,-7,-9,7,-5,3,0,6
COc1cccc(C2SCC(=O)N2c2cccc(C)c2)c1OC (stereo not drawn),1598,96,-1,0.0,0,10,-6,3,2,9,-3
